TROY signal inh – blocks TROY-dependent signaling in reporter cells; Q293 LMP1-TROYcd NF-kB luciferase reporter, 4 h; inhibition, % at 10 µM; 360,000 compounds, 0.98% hits; AID 1347056;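 active = compounds whose plate-normalised and pattern-corrected inhibition of the luciferase reporter signal at the single screening dose is 50% or more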
Shn3 inh set2 – reduces Shn3 3'UTR luciferase signal in osteoblasts; Clone20 osteoblast Shn3 3'UTR firefly luciferase, 24 h; inhibition, % at 12.5 µM; 360,000 compounds, 0.52% hits; AID 588674;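 active = mean inhibition of at least 75% with every replicate also reaching 75%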;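 also: 0% = median of neutral control wells and 100% = pilot-screen positive control compound; some compounds past the cut are filed as inactive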
Peg3 promoter – Peg3 promoter activity inhibition; HeLa PEG-Prom luciferase reporter, luminescence, overnight; inhibition, % at 20 µM; 360,000 compounds, 1.7% hits; AID 588405;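 active = inhibition of at least 50% at 20 µM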
NR2E3 ag-1 – human photoreceptor-specific nuclear receptor agonism | Q9Y5X4 | CHO-S Gal4-NCOR/VP16-NR2E3 two-hybrid, luciferase | inhibition of corepressor binding, % at 3.98 µM | 360,000 compounds, 0.35% hits | AID 602229;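 active = inhibition above the mean of all tested compounds plus 3 SD, cut at about 70% in these data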;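 also: 0% = DMSO with NR2E3 transfected cells and 100% = cells lacking NR2E3 construct; higher means lower luciferase signal from less NR2E3 corepressor binding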
Target sequence (Q9Y5X4 whole entry, looked up, the tested form may be a part): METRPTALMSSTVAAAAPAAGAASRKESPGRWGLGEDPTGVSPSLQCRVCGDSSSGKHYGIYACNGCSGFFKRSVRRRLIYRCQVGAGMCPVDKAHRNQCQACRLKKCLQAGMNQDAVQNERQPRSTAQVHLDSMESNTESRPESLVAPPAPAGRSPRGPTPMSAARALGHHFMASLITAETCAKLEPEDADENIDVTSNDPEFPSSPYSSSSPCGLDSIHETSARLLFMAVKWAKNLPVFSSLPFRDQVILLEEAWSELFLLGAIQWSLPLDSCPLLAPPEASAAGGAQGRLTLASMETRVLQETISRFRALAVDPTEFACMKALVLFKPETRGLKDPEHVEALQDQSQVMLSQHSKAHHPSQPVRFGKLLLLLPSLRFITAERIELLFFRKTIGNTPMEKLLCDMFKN
C8 TRAIL sens – sensitizes caspase-8 expressing cells to TRAIL | AID 624354 | NB7+C8 cells + TRAIL, ATPlite viability luminescence | 360,000 compounds, 1% hits | inhibition (viability loss, TRAIL sensitization), % at 10 µM;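 active = compounds causing at least 50% loss of cell viability in the single-dose screen, relative to plate controls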
NR2E3 ag-2 – agonists of human nuclear receptor NR2E3. Q9Y5X4. GST-NR2E3/biotin-RetCOR TR-FRET, 1536-well. inhibition of corepressor binding, % at 4.78 µM. 320,000 compounds, 0.12% hits. AID 2300;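 active = percent inhibition above the cutoff of mean plus 3 SD of all tested compounds, set per screening campaign, cut at about 20% in these data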;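 also: 0% = DMSO wells and 100% = biotin wells as full block of FRET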
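Format: 1536-well format; test system: GST-NR2E3 and biotin-RetCOR proteins; read-out basis: percent inhibition of TR-FRET ratio; timing: 5 h incubation at 4 °C; detection: time-resolved FRET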
HIF-2a inh – inhibitors of HIF-2a. inhibition, % at 18.8 µM. 360,000 compounds, 0.72% hits. 786-0 RCC cells HIF-2a reporter, luciferase luminescence, overnight;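 active = inhibition of the luminescence signal of 40% or more relative to plate controls, in a single-dose primary screen at 18.75 µM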
CF NFkB inh – blocks PAF-induced NF-kB reporter in cystic fibrosis cells; KKLEB NF-kB-GFP reporter, GFP fluorescence overnight; inhibition, % at 5 µM; 360,000 compounds, 0.86% hits;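 active = at least 50% inhibition at 5 µM, scaled per plate between neutral and stimulator controls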;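 also: PAF is a Pseudomonas aeruginosa culture filtrate used as stimulus; plate controls were PAF-stimulated DMSO wells for no effect and unstimulated DMSO wells for full effect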
KKLEB cytotox – reduces viability of KKLEB cystic fibrosis airway cells. KKLEB CF airway cells viability, ATPlite luminescence, overnight; hits give low values; cells stimulated with P. aeruginosa culture filtrate. activity change (cytotoxicity), % at 5 µM. 360,000 compounds, 0.36% hits. AID 602141;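 active = corrected activity change at or below -50% at 5 µM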
MITF TRPM1 inh – inhibitors of MITF-driven TRPM1 promoter in melanoma cells; SK-MEL-5 TRPM1 promoter luciferase, 24 h; inhibition, % at 12.5 µM; 330,000 compounds, 0.83% hits;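 active = mean inhibition across replicates of 60% or more, whatever share of single replicates reaches that level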; also: values of inactives mirror those of a sister screen read the other way
TWEAK Fn14 block – inhibitors of TWEAK-Fn14 interaction signaling; 360,000 compounds, 2% hits; TWEAK-stimulated Fn14 reporter cells, luciferase luminescence, 8 h; inhibition, % at 10 µM; AID 1159606; in the data active = inhibition above about 50%
The depositor's hits bear a star; nt = no result given.

SMILES | TROY signal inh | Shn3 inh set2 | Peg3 promoter | NR2E3 ag-1 | C8 TRAIL sens | NR2E3 ag-2 | HIF-2a inh | CF NFkB inh | KKLEB cytotox | MITF TRPM1 inh | TWEAK Fn14 block
CCOC(=O)N1CCN(C(=O)C2CCN(S(=O)(=O)c3cc(C)ccc3OC)CC2)CC1 | 5 | 60 | 6 | 6 | -3 | 7 | 6 | -13 | 9 | 13 | -4
CCN(CC)S(=O)(=O)c1ccc2[nH]c(=O)cc(C(=O)NCC3CCCO3)c2c1 (configuration not stated) | -18 | -8 | 0 | -7 | 4 | -3 | -2 | 0 | -8 | 5 | -14
Cc1ccc2nc(CSc3nnc(-c4ccco4)n3-c3ccccc3)cc(=O)n2c1 | 14 | 17 | 11 | 10 | 5 | 2 | 18 | 5 | -7 | 8 | -3
COc1cc2[nH]c(=S)n(Cc3ccc(C)cc3)c(=O)c2cc1OC | 2 | 18 | 15 | -4 | 39 | 10 | 3 | -20 | -3 | 11 | 7
Cc1ccccc1N(CC(=O)NCCc1ccccc1)C(=O)CCC(=O)Nc1ccccn1 | -7 | 10 | 6 | -6 | -13 | 3 | 15 | -9 | -6 | 6 | 7
Cc1ccc(NC(=O)CN2C(=O)NC(Cc3c[nH]c4ccccc34)C2=O)cc1S(=O)(=O)N1CCCCC1 (configuration not stated) | 14 | 6 | 32 | 11 | 18 | 1 | 0 | 18 | -1 | 12 | 20
O=C(O)CCC(=O)Nc1ccc(F)cc1 | 28 | -10 | 4 | -10 | 11 | 1 | 15 | 2 | -4 | -3 | -8
CNC(=O)C[C@H]1C(=O)N(c2ccc(Br)cc2)C[C@@H]1C | -23 | 1 | 11 | 4 | -8 | nt | -28 | -4 | -1 | nt | 9
C[C@@H]1CN([C@H](C)CO)C(=O)CCCn2cc(nn2)CO[C@H]1CN(C)S(=O)(=O)c1ccc2c(c1)OCCCO2 | -12 | -3 | 14 | 12 | -5 | nt | 10 | -9 | 8 | nt | -30
COc1cc2c(cc1OC)C(c1cccc(Cl)c1Cl)CC(=O)N2 (configuration not stated) | 11 | 10 | 20 | 27 | -7 | nt | 14 | 29 | -15 | 6 | -9
Cn1c(CN2CCOCC2)nc2cc(NC(=O)COc3ccccc3)ccc21 | 17 | -2 | 6 | -26 | 3 | 5 | 8 | 7 | 0 | -3 | 4
CC(=O)n1cc([C@@H]2C=C(C(=O)N3CCOCC3)O[C@H](OCCCCO)C2)c2ccccc21 | -3 | 2 | -4 | -19 | -9 | 1 | 11 | -31 | -6 | 18 | -14
Cc1cc(C)n(-c2nc(N(C)C)nc(N(C)C)n2)n1 | -6 | 1 | 9 | 8 | 3 | -6 | -1 | -12 | 5 | -7 | -23
CC(C)(C)OC(=O)N/N=C/c1cccc([N+](=O)[O-])c1 | -52 | -119 | -278 | -120 | 30 | 2 | -261 | 9 | 2 | -72 | 15
CCOC(=O)c1c(NC(=O)CSc2nnc3c(n2)[nH]c2ccc(F)cc23)sc(C(C)=O)c1C | 9 | 26 | 6 | 24 | -13 | -4 | 15 | -3 | 0 | 6 | 14
CCCCCCCCCCC[N+](C)(C)CC/C=C1/c2ccccc2Sc2ccc(Cl)cc21 | -63 | 92* | 108* | -5 | 20 | 3 | -24 | 32 | -29 | -1 | -35
CC(=O)c1c(C)[nH]c2ccccc2c1=O | -9 | 6 | -8 | 6 | 10 | 2 | 27 | 12 | 13 | 2 | -1
CSc1ccccc1NC(=O)COc1ccc(Cl)cc1C | -11 | -36 | -64 | 0 | 4 | 0 | -169 | -12 | 10 | -10 | 2
O=C(NCc1ccc(Cl)c(Cl)c1)c1cccnc1 | 14 | 4 | 15 | 1 | 2 | 3 | 7 | -2 | 7 | -9 | 7
Clc1ccccc1CN1CCN(CCCc2ccccc2)CC1 | -2 | -35 | 9 | 0 | 9 | nt | 11 | -13 | -7 | 7 | -18
Cc1cccc2nc(-c3cccc(NC(=O)c4ccc(Cl)cc4)c3)cn12 | 14 | 8 | -29 | -6 | 31 | -1 | -160 | -66 | -10 | -3 | -37
O=C(NCCCN1CCOCC1)c1ccc(CS(=O)(=O)c2c(Cl)cccc2Cl)o1 | 7 | -7 | 3 | 15 | 1 | -2 | 0 | -2 | 13 | -2 | -6
Cc1ccc(S(=O)(=O)N2C[C@H]3[C@H]4C(=O)N(c5ccccc5)C(=O)[C@H]4CC(=O)[C@H]3[C@@H]2c2cccc3ccccc23)cc1 | 8 | -12 | -9 | -8 | -7 | nt | 7 | -6 | -5 | nt | 12
Cc1ccc(OCC(=O)Nc2ccc3c4c(cccc24)CC3)c(C)c1 | -5 | 5 | 16 | -1 | 7 | -1 | -14 | 20 | -12 | -21 | -23
O=C(NCCCCc1ccccc1)C1CC(c2ccc([N+](=O)[O-])cc2)=NO1 (configuration not stated) | 15 | 9 | 11 | 19 | 5 | 1 | 0 | -2 | -8 | -2 | -21
COc1ccc(NC(=O)CSc2nc3c(c(=O)n2C)SCC3)cc1OC | 0 | 4 | -2 | -16 | -15 | -2 | 11 | 1 | -8 | 0 | 12
C/C(=N\NC(=O)CNc1cccc2ccccc12)c1ccc(Br)s1 | 19 | -1 | 12 | -29 | -2 | -1 | 8 | 9 | 2 | 17 | 42
CC(C)CCNC(=O)Cn1c(=O)oc2cc(S(=O)(=O)N3CCc4ccccc43)ccc21 | 15 | 16 | 7 | -7 | -12 | 0 | 7 | 4 | -7 | 3 | 26
CCOC(CCn1c(SCC(=O)NC2CCCC2)nc2ccccc2c1=O)OCC | 13 | 0 | 2 | -34 | -5 | 2 | 11 | 10 | 5 | 7 | -23
CC(C)N1CCCC(CNC(=O)CCc2nnc(CCCCc3ccccc3)o2)C1 (configuration not stated) | -8 | 7 | 0 | 11 | -5 | 1 | 8 | 11 | 13 | 4 | -4
NCC1CCN(c2nc3ccccc3c3c2CCCC3)CC1 | 12 | 0 | 102* | 20 | 12 | nt | -5 | 15 | -3 | 4 | -15
Cc1c(Br)c([N+](=O)[O-])nn1CC(=O)NCc1ccco1 | -4 | 2 | 12 | -13 | -7 | 3 | 2 | -12 | 1 | 1 | -5
c1ccc(Cc2cc(-c3ccccc3)on2)cc1 | -56 | -122 | -257 | -47 | -10 | -1 | -240 | -2 | -3 | -78 | -22
CC12CC3CC(C)(C1)CC(C(=O)NCc1ccncc1)(C3)C2 | -2 | -10 | 1 | 6 | -7 | 6 | 10 | 5 | -9 | 8 | 14
Cn1nc(C(=O)OCc2ccc(Br)cc2F)c2ccccc2c1=O | 24 | 4 | 13 | -5 | -28 | 0 | 18 | 0 | 8 | 0 | 15
COc1ccc(NC(=O)c2ccccc2N(Cc2ccccc2)S(C)(=O)=O)c(OC)c1 | -3 | -9 | 15 | -21 | -19 | -1 | 16 | 12 | 5 | 5 | 0
Cc1nc2cc(NCc3cc([N+](=O)[O-])ccc3O)ccc2n1Cc1ccccc1 | 80* | -21 | 7 | -22 | 0 | 0 | -71 | 2 | -3 | 1 | 53*
CCc1nc(SCC(=O)N2CCCC2)c2ccccc2n1 | -2 | -1 | 11 | 9 | 29 | 2 | 15 | 1 | -8 | 2 | -4
Cc1noc(NS(=O)(=O)c2ccc(NC(=O)C(CC(C)C)N3C(=O)c4ccccc4C3=O)cc2)c1C (configuration not stated) | 10 | 0 | -2 | 7 | -11 | 6 | 9 | -20 | 4 | 0 | -5
CCNS(=O)(=O)c1ccc(NS(=O)(=O)c2cc(C)ccc2C)cc1 | 0 | 4 | 5 | -1 | -11 | -3 | 10 | 0 | 4 | 9 | 1
C=CCn1c(Oc2ccccc2F)nc2c1c(=O)n(C)c(=O)n2C | 23 | 8 | 10 | -5 | -6 | 3 | 22 | 57* | -16 | 5 | 18
O=C(O)Cc1ccc2c(c1)N(S(=O)(=O)c1cccc(C(F)(F)F)c1)CC(C(=O)O)O2 (configuration not stated) | -7 | 12 | 10 | -10 | 0 | 3 | 12 | -2 | 11 | 1 | 7
NNC(=O)C(Cc1ccc(O)cc1)N1Cc2ccccc2C1=O (configuration not stated) | 22 | -10 | 4 | 6 | -10 | 0 | 19 | 1 | 15 | 3 | 3
CCC1Oc2ccc(C)cc2N(CC(=O)N(Cc2ccncc2)Cc2ccco2)C1=O (configuration not stated) | -8 | 5 | 6 | 5 | 7 | 7 | 6 | -16 | -9 | -8 | -1
COc1ccc(-c2cc(C(=O)Nc3c(C)n(C)n(-c4ccccc4)c3=O)c3ccccc3n2)cc1 | -2 | 2 | 43 | 24 | 2 | 3 | -9 | 3 | -8 | -5 | 8
CSc1ccccc1NC(=O)CN(c1ccccc1Br)S(C)(=O)=O | 7 | 26 | 13 | -15 | -5 | 0 | 7 | 8 | -8 | 9 | 13
CC(=O)c1cccc(NC(=O)C(C)OC(=O)c2cccc(S(=O)(=O)N3CCN(C)CC3)c2)c1 (configuration not stated) | 5 | 0 | -1 | -11 | -9 | 2 | 10 | 15 | 1 | 8 | -3
COc1ccc(NC(=S)N/N=C/c2cccn2Cc2ccc(F)cc2Cl)cc1 | -3 | 25 | 10 | -13 | -6 | 1 | 15 | 32 | -8 | 18 | -7
Cc1nn(C(C)C(=O)N2CCc3ccccc32)c(C)c1[N+](=O)[O-] (configuration not stated) | -13 | -12 | 18 | -16 | -9 | 0 | 28 | 0 | 4 | -7 | -5
O=C(CSc1nncn1-c1cccnc1)N(c1ccccc1)c1ccccc1 | 14 | 2 | 8 | -20 | -10 | 1 | 7 | -4 | -5 | 18 | 7

The closing 3 compounds of the part before lead into the next:
SMILES | TROY signal inh | Shn3 inh set2 | Peg3 promoter | NR2E3 ag-1 | C8 TRAIL sens | NR2E3 ag-2 | HIF-2a inh | CF NFkB inh | KKLEB cytotox | MITF TRPM1 inh | TWEAK Fn14 block
COc1ccc(NC(=S)N/N=C/c2cccn2Cc2ccc(F)cc2Cl)cc1 | -3 | 25 | 10 | -13 | -6 | 1 | 15 | 32 | -8 | 18 | -7
Cc1nn(C(C)C(=O)N2CCc3ccccc32)c(C)c1[N+](=O)[O-] (configuration not stated) | -13 | -12 | 18 | -16 | -9 | 0 | 28 | 0 | 4 | -7 | -5
O=C(CSc1nncn1-c1cccnc1)N(c1ccccc1)c1ccccc1 | 14 | 2 | 8 | -20 | -10 | 1 | 7 | -4 | -5 | 18 | 7
O=C(NCCCn1ccnc1)/C(=C\c1cccnc1)NC(=O)c1ccccc1Br | -10 | 7 | 4 | -5 | 14 | 0 | 15 | -18 | 15 | -9 | 16
COc1ccc(N=c2oc3cc(O)ccc3cc2C(=O)NCC2CCCO2)c(OC)c1 (configuration not stated) | -65 | -6 | 12 | -47 | 7 | -1 | -48 | -14 | -3 | -22 | -36
CNc1nc(C)c([N+](=O)[O-])c(Nc2ccc(OC)cc2)n1 | 5 | -13 | 24 | -4 | 11 | nt | 13 | 22 | -13 | -3 | 2
C=CCNC(=S)Nc1ccc(OC)c(S(=O)(=O)N2CCOCC2)c1 | 4 | 3 | 12 | -22 | -9 | -4 | 13 | -6 | 3 | 4 | -57
COc1ccc(OC)c(-c2nc(C)sc2CC(=O)O)c1 | 3 | -20 | 7 | -17 | 0 | 0 | 4 | 0 | -5 | 0 | -1

Screening data from PubChem.

This is a subset. The share of hits here may be higher or lower than overall.
